MBNL1-CUG inh: blocks human MBNL1 binding to CUG repeat RNA | Q9NR56 | AID 2675 | TR-FRET MBNL1-His/biotin-(CUG)12 binding, 665/545 ratio | hit rate 0.036% among 280,000 | Potency, µM (highest dose often 57.5 µM), for inactives: top-dose activity change, negative = inhibition, most hits filed as inhibitors; active = well fitted inhibition curve with a large enough effect in the signal ratio, with a control signal flat, not every such curve was filed as active; inconclusive = small, poorly fitted or top-dose-only effect, or effect the other way, or a change in a side signal; inactive = no such curve, though single readings can be large or run the other way; the % refers to the signal ratio; note: potency is the fitted concentration of half-maximal effect; % is set by controls: 0 for no effect and ±100 for the full control effect
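Compound titration spanned 92 nM–58 uM against the MBNL1-His/biotin-(CUG)12 complex. After 60 min at room temperature with 5 nM streptavidin-XL665 and 0.055 ng/ul terbium anti-His, ratiometric 665/545 nm emission (Ex 340 nm) normalized to controls.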
Eya2 inh: Eya2 (human) phosphatase inhibition. O00167. recombinant Eya2, OMFP fluorescence dephosphorylation (OMFP is methylfluorescein phosphate). Potency, µM (doses to about 76.9 µM), for the others: at the highest dose activity, negative = inhibition, hits mostly inhibitors. hit rate 0.006% among 330,000; note: potency is the fitted concentration of half-maximal effect; % is set by controls: 0 for no effect and ±100 for the full control effect
Target sequence (O00167 whole entry, looked up): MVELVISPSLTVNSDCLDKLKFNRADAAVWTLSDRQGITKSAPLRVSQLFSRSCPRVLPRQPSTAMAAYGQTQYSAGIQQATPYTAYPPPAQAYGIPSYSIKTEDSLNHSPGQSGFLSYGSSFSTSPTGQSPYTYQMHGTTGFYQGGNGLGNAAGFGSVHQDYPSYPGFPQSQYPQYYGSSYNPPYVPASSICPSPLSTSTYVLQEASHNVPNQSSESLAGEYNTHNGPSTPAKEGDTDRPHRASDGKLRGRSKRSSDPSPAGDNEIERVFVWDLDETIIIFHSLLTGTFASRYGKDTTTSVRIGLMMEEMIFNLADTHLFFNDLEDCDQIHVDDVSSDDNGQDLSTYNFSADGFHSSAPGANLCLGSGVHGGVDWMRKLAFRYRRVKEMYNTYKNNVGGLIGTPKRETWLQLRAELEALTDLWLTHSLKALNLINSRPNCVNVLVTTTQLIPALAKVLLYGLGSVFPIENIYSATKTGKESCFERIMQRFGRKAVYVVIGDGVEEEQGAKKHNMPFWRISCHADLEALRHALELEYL
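Eya2 (0.2 uM) preincubated 10 min at ambient with compound, then OMFP substrate added at 50 uM; 10 min reaction in 50 mM HEPES pH 7.5, 50 mM NaCl, 5 uM MgCl2, 0.05% BSA, 1 mM DTT. Fluorescence read at Ex 485/Em 525 nm.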
GALK inh: blocks human galactokinase activity; P51570; Purified GALK, Kinase-Glo residual ATP luminescence; Potency, µM (top dose mostly 57.5 µM), without a hit: at the highest dose activity change, negative = inhibition, most hits filed as inhibitors; hit rate 0.007% among 270,000; AID 1868; note: potency is the fitted concentration of half-maximal effect; % is set by controls: 0 for no effect and ±100 for the full control effect
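GALK at 5 nM final was combined with compound, 35 uM ATP and 100 uM galactose in HEPES pH8.0 with MgCl2 and DTT. The reaction ran one hour at room temperature before luminescent ATP detection.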
PKM2 act: increases activity of human pyruvate kinase M2; purified PKM2, Kinase-Glo ATP luminescence, activation; response scale: 0% is enzyme alone, no compound; Potency, µM (series often up to 57.5 µM), for inactives: top-dose activation, hits mostly activators; hit rate 0.34% among 260,000; note: potency is the fitted concentration of half-maximal effect; % is set by controls: 0 for no effect and ±100 for the full control effect; nearly all actives have a fitted effect of over 55% in size
Target sequence (P14618 whole entry, looked up): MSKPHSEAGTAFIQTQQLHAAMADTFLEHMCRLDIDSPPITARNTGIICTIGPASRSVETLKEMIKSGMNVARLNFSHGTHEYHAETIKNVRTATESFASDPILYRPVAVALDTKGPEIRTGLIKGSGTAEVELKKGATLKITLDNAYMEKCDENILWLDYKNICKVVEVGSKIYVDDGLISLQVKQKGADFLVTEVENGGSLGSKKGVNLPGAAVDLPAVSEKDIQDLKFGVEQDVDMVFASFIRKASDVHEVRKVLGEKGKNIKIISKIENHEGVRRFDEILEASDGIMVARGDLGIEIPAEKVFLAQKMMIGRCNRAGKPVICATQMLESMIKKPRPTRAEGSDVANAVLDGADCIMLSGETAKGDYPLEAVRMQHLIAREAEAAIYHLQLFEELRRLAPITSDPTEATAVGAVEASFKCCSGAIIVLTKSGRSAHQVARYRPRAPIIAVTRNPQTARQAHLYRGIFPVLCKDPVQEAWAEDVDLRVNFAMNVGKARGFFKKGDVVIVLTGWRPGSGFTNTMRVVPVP
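Kinase-Glo luminescence reports ATP generated from ADP (0.1 mM) and PEP (0.5 mM) by purified hPK-M2 after 1 h at room temperature, pH 7.2 imidazole buffer; intermediate enzyme activity allows detecting inhibitors and activators.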
Menin MLL FP TR: menin-MLL binding inhibition, Texas Red mutant peptide; O00255; Potency, µM (series often up to 61.6 µM), inactives show top-dose FP activity change, negative = inhibition, hits mostly inhibitors; hit rate 0.23% among 270,000; Menin + Texas Red MLL mutant peptide, fluorescence polarization; AID 1768; active = well fitted inhibition curve with a large enough effect in the polarisation, with a control signal flat, not every such curve was filed as active; inconclusive = small, poorly fitted or top-dose-only effect, or effect the other way, or a change in a side signal; inactive = no such curve, though single readings can be large or run the other way; the % refers to the polarisation; note: potency is the fitted concentration of half-maximal effect; % of control where 0% means no effect; many of its hits are not listed in these tables
KCNH2 WT inh: KCNH2 (human, wildtype) channel inhibition; U2OS, BacMam KCNH2, thallium flux FluxOr; stronger effect = lower value; activity change, % at 1.84 µM; hit rate 0.37% among 340,000; Q12809;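 active = maximum activity change below -70%; inconclusive = maximum activity change between -70% and -50%; inactive = maximum activity change above -50%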; note: % is set by controls: 0 for no effect and ±100 for the full control effect
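U2OS cells were transduced with wild-type KCNH2 virus (2.03 x 10^8 / mL) for 4 h at room temperature, then cultured overnight at 37 C. Thallium flux was read with FluxOr dye. Rate constants were normalized to DMSO controls.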
USP2a inh: inhibitors of human ubiquitin-specific protease USP2a | USP2 core, Ub-CHOP2 coupled fluorogenic reporter, 485/531 | Potency, µM (highest dose often 38.3 µM), without a hit: top-dose activity change, negative = inhibition, actives largely listed as inhibitors | hit rate 0.01% among 330,000 | AID 463254;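 note: potency is the fitted concentration of half-maximal effect; plate controls were DMSO wells for no effect and full inhibition by NEM control for full effect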
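Cell-free coupled assay: 10nM USP2 core preincubated 30min RT with compound in Tris-HCl pH 8.0/CaCl2/CHAPS buffer, then 25nM Ub-CHOP2 and 25nM reporter substrate; fluorescence (Ex 485/Em 531) read after 60min RT, normalized to NEM inhibition, concentration-response curves fitted.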
Mito fusion yeast: inhibitors of mitochondrial division or activators of mitochondrial fusion | hit rate 0.23% among 320,000 | AID 485298 | Potency, µM (titrated, usually from 46.1 µM), for the others: at the top dose growth rescue (activation), actives largely listed as activators | S. cerevisiae fusion-defective mutant growth rescue, CellTiterGlo 48 h;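 note: potency is the fitted concentration of half-maximal effect; % of control where 0% means no effect; nearly all actives have a fitted effect of over 45% in size; temperature-sensitive fusion mutants such as fzo1-1 at 37 °C on non-fermentable ethanol glycerol medium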
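Temperature-sensitive fusion-defective S. cerevisiae (e.g. fzo1-1, mgm1-5) were grown with compound in YPEG medium (3% ethanol, 3% glycerol) for 48 hours at 37C. Growth rescue was measured as viability by CellTiterGlo luminescence after 10 minutes at ambient.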
BCR signal inh: chronic active BCR signaling inhibition; ABC-DLBCL IkBa-CBG/CBR reporter, luminescence ratio, 4 h; Potency, µM (top dose mostly 46.1 µM), without a hit: top-dose ratio change, negative = lower green/red ratio, hits mostly inhibitors; hit rate 0.05% among 340,000; AID 493014; active = well fitted inhibition curve with a large enough effect in the signal ratio, with a control signal flat, not every such curve was filed as active; inconclusive = small, poorly fitted or top-dose-only effect, or effect the other way, or a change in a side signal; the % refers to the signal ratio;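 note: potency is the fitted concentration of half-maximal effect; plate controls were basal doxycycline-induced cells for no effect and cells given 10 µM MG132 for full effect; MG132 reads +100%, hits lower the ratio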
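Compounds up to 46 uM were incubated four hours with TMD8 cells whose green CBG68 luciferase is fused to IkappaBalpha; red CBR luminescence normalised the signal, and concentration-effect curves were fitted to fusion, red and ratio data.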
ASM inhibitor: human S-ASM enzyme inhibition; Potency, µM (doses to about 57.5 µM), without a hit: at the highest dose activity change, negative = inhibition, actives largely listed as inhibitors; AID 504937; placental ASM, HMU-PC fluorogenic substrate, 60 min; hit rate 0.006% among 340,000; note: potency is the fitted concentration of half-maximal effect
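Steps: dispense placental human ASM, pin compound, wait 10 min at room temperature, add HMU-PC0 substrate at 9 uM final, incubate 60 min at 37 °C, add stop solution raising pH to 10, read fluorescence.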
TSHR antag: human thyrotropin receptor antagonism. activity change, negative = inhibition, % at 11.5 µM. hit rate 0.2% among 330,000. AID 504810. TSHR-expressing cells, TSH-stimulated cAMP HTRF, 2 h; stronger effect = lower value. P16473;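 active = activity change below a set negative limit, meaning inhibition stronger than a set level, cut at about -70% in these data; inconclusive = activity change between two set negative limits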; note: % is set by controls: 0 for no effect and ±100 for the full control effect
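Read-out is FRET at 665 nm (cryptate excitation 337 nm) from a cryptate-tagged anti-cAMP antibody, competed by cell cAMP against cAMP-d2. Compounds are tested on freshly harvested TSHR cells challenged with 4nM TSH (EC80) for 2 hours at 37 deg C.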
Active calls of the source: *; u = inconclusive; x = no result given; [ ] = remark or other dose. Unless noted, calls come from the whole dose curve; as a rule, active = well fitted curve in the direction sought with a large enough effect; inconclusive = small, poorly fitted or top-dose-only effect, or another doubt; inactive = no such curve, though single readings can be large; an effect the other way counts as inactive or inconclusive.

SMILES	MBNL1-CUG inh	Eya2 inh	GALK inh	PKM2 act	Menin MLL FP TR	KCNH2 WT inh	USP2a inh	Mito fusion yeast	BCR signal inh	ASM inhibitor	TSHR antag
COc1ccc(C(CNC(=O)c2ccc(C)c(S(=O)(=O)Nc3ccccc3OC)c2)N2CCCC2)cc1 (configuration not stated)	-5%	0%	-4%	12%	u	1	-1%	4%	u	1%	12
Cc1cccc(N2C(=O)C(Cc3ccccc3)NC2=S)c1 (configuration not stated)	8%	-3%	-3%	16%	-2%	-7	3%	-4%	u	-1%	7
Cn1cnnc1SC(C(=O)Nc1cc(Cl)cc(Cl)c1)c1ccccc1 (configuration not stated)	2%	9%	-3%	-3%	33%[activator]	-2	-1%	-6%	2%	-2%	20
COc1cccc(CNC(=O)CCC2CCCN(C(=O)CCc3c(C)noc3C)C2)c1 (configuration not stated)	-3%	-3%	-3%	-8%	0%	2	-1%	5%	-4%	3%	3
CCCc1cc(=O)[nH]c(Nc2cc(OC)ccc2OC)n1	2%	7%	-3%	1%	3%	-3	5%	3%	-3%	1%	-9
CC(C)c1nc(SCC(=O)c2ccccc2)c2c(=O)n(C)c(=O)n(C)c2n1	11%	-1%	-3%	3%	-1%	1	2%	1%	-11%	0%	-3
CCNS(=O)(=O)c1ccc(OCCNS(C)(=O)=O)cc1	3%	10%	0%	12%	-13%	-7	0%	3%	u	6%	20
CC(OC(=O)c1cc2sccc2n1C)C(=O)NCC1CCCO1 (configuration not stated)	-2%	-3%	4%	0%	-11%	-21	1%	3%	-4%	-1%	5
O=C(NNC1=Nc2ccccc2SC1)c1ccc(F)cc1	-14%	-5%	-1%	1%	x	-1	-4%	17%	u	-3%	-4
CC1(C)C2([N+](=O)[O-])CN3CC1([N+](=O)[O-])CN(C2)C3C(O)C(O)C(O)CO (configuration not stated)	-2%	12%	x	-2%	x	9	4%	-2%	-1%	0%	11
CCOC(=O)c1c(CN2CCOCC2)n(-c2ccccc2)c2ccc(O)cc12	9%	-15%	-1%	1%	14%	-1	-3%	-4%	-11%	-1%	-1
O=S(=O)(NCCc1csc(-c2ccccc2)n1)c1ccc2c(c1)OCCO2	2%	5%	0%	-2%	14%	-10	3%	17%	u	0%	-2
Nc1nc(SCC(=O)Nc2ccc(Cl)cc2)[nH]c(=O)c1-c1ccccc1	3%	-23%	-2%	2%	-1%	1	2%	8%	u	0%	-12
CCOCCCNC(=O)c1ccc2c(c1)OCO2	u	8%	2%	-22%	-17%	-5	1%	-4%	-1%	2%	-3
Cc1cc(NC(=O)c2c(Br)cnn2C)no1	-4%	10%	3%	1%	1%	1	0%	0%	5%	-3%	13
O=c1ccc(/C=C/c2ccccc2)nn1Cc1ccc(Cl)cc1Cl	0%	-18%	2%	1%	1%	-2	1%	7%	-12%	-7%	-5
O=[N+]([O-])c1ccccc1S(=O)(=O)c1ccccc1	u	-2%	3%	x	16%	x	1%	1%	u	-1%	-3
CCOC(=O)c1ccc(NC(=O)CSc2nc(N)c(NC(=O)c3ccc(Br)o3)c(=O)[nH]2)cc1	-5%	-2%	-4%	x	x	6	3%	2%	-12%	-1%	2
CCS(=O)(=O)N1CCC(NC(=O)C(Cc2cccc(OC)c2OC)NC(C)=O)CC1 (configuration not stated)	8%	3%	x	-2%	14%	-1	1%	2%	-19%	-4%	17
Cc1ccc(S(=O)(=O)N(C)C)cc1NC(=O)COC(=O)CNC(=O)c1cccs1	x	11%	x	x	x	-2	1%	4%	7%	2%	28
CCOC(=O)[C@@H]1[C@H]2COc3cc(OC)ccc3[C@H]2N2C(=O)N(c3ccccc3)C(=O)[C@]12C	x	3%	x	x	x	1	4%	x	1%	1%	-4
Cn1c(=O)cc(OCC(=O)NCc2cccnc2)c2ccccc21	-2%	u	-1%	-4%	x	-14	0%	-1%	u	-1%	26
O=c1c2ccc(Cl)cc2nc(-c2cccc(C(F)(F)F)c2)n1O	1%	-4%	-2%	0%	12%	-43	0%	-5%	-4%	-2%	-29
CCOc1ccc(-c2noc(CCCC(N)=O)n2)cc1OC	7%	23%	0%	6%	1%	2	2%	-3%	u	-1%	8

Entries of single compounds from above. Order of values: MBNL1-CUG inh | Eya2 inh | GALK inh | PKM2 act | Menin MLL FP TR | KCNH2 WT inh | USP2a inh | Mito fusion yeast | BCR signal inh | ASM inhibitor | TSHR antag
Cn1cnnc1SC(C(=O)Nc1cc(Cl)cc(Cl)c1)c1ccccc1 (configuration not stated) is listed with 2% | 9% | -3% | -3% | 33%[activator] | -2 | -1% | -6% | 2% | -2% | 20
O=c1ccc(/C=C/c2ccccc2)nn1Cc1ccc(Cl)cc1Cl is listed with 0% | -18% | 2% | 1% | 1% | -2 | 1% | 7% | -12% | -7% | -5
Cn1c(=O)cc(OCC(=O)NCc2cccnc2)c2ccccc21 is listed with -2% | u | -1% | -4% | x | -14 | 0% | -1% | u | -1% | 26

Rewritten with values under each structure: 3 of the compounds above
Results follow in this order: MBNL1-CUG inh, Eya2 inh, GALK inh, PKM2 act, Menin MLL FP TR, KCNH2 WT inh, USP2a inh, Mito fusion yeast, BCR signal inh, ASM inhibitor, TSHR antag
CCOCCCNC(=O)c1ccc2c(c1)OCO2
 : u, 8%, 2%, -22%, -17%, -5, 1%, -4%, -1%, 2%, -3
Cn1c(=O)cc(OCC(=O)NCc2cccnc2)c2ccccc21
 : -2%, u, -1%, -4%, x, -14, 0%, -1%, u, -1%, 26
O=c1c2ccc(Cl)cc2nc(-c2cccc(C(F)(F)F)c2)n1O
 : 1%, -4%, -2%, 0%, 12%, -43, 0%, -5%, -4%, -2%, -29

Continued:
SMILES	MBNL1-CUG inh	Eya2 inh	GALK inh	PKM2 act	Menin MLL FP TR	KCNH2 WT inh	USP2a inh	Mito fusion yeast	BCR signal inh	ASM inhibitor	TSHR antag
CCCNC(=O)c1ccc2c(=O)n(Cc3ccco3)c(=S)[nH]c2c1	-6%	u	-1%	13%	-1%	3	1%	3%	u	7%	-10
O=C(CSc1nnc(-c2ccccc2)o1)Oc1ccc(Br)cc1	-5%	7%	1%	2%	-12%	-3	-4%	2%	11%	3%	1
N#Cc1c(N(CCO)CCO)nc(N)c2c(N)nc3c(c12)CC(=O)N3Cc1cccs1	x	-29%	4%	0%	x	-4	2%	0%	u	41%[activator]	4
O=C(CCSCCc1ccccn1)Nc1ccc(Br)cn1	-6%	-16%	1%	2%	1%	22	-1%	0%	15%	-6%	4
O=S(=O)(c1ccccc1)c1nc(Nc2cccc(O)c2)sc1Cl	-3%	1%	-1%	8%	23%	-1	1%	-4%	u	-14%	-5
NC(=O)c1ccc(NC(=O)COC(=O)CCCc2c[nH]c3ccccc23)cc1	-4%	-15%	8%	-2%	17%	-11	4%	4%	-13%	-2%	-2
COc1cc(/C=N/NC(=O)c2cccc(NC(=O)c3ccccc3Cl)c2)ccc1O	u	0%	-1%	4%	35%[activator]	-5	2%	-1%	u	-3%	-22
O=C(CCC(=O)OCC(=O)c1ccc(F)cc1)NC1CCCCC1	0%	-13%	-3%	3%	-2%	2	0%	1%	u	-1%	29
CCOC(=O)C(=O)Nc1ccccc1C(=O)NCc1ccccc1	4%	7%	-4%	4%	-2%	-8	-1%	-2%	-2%	-5%	17
CN(C(=O)CSc1nc(N)nn1-c1ccccc1)c1ccccc1	-13%	-11%	3%	7%	1%	1	4%	1%	4%	0%	-10

Screening results as filed in PubChem BioAssay.

Some of the compounds tested, so the mix of outcomes need not match the whole.
